Screens as filed in PubChem BioAssay.
ROC1-CUL1 inh = human ROC1-CUL1 E3 ligase inhibition | 0.6% of 140,000 active | in vitro K48 di-Ub FRET, acceptor:donor ratio, 45 min | inhibition, % at 10 µM | P62877+Q13616 | AID 1347404; in the data active means inhibition above about 25%
Target sequence (P62877 whole entry, looked up): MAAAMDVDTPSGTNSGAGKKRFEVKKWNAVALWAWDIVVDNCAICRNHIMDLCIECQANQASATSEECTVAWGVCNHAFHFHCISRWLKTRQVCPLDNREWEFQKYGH
Target sequence (Q13616 whole entry, looked up): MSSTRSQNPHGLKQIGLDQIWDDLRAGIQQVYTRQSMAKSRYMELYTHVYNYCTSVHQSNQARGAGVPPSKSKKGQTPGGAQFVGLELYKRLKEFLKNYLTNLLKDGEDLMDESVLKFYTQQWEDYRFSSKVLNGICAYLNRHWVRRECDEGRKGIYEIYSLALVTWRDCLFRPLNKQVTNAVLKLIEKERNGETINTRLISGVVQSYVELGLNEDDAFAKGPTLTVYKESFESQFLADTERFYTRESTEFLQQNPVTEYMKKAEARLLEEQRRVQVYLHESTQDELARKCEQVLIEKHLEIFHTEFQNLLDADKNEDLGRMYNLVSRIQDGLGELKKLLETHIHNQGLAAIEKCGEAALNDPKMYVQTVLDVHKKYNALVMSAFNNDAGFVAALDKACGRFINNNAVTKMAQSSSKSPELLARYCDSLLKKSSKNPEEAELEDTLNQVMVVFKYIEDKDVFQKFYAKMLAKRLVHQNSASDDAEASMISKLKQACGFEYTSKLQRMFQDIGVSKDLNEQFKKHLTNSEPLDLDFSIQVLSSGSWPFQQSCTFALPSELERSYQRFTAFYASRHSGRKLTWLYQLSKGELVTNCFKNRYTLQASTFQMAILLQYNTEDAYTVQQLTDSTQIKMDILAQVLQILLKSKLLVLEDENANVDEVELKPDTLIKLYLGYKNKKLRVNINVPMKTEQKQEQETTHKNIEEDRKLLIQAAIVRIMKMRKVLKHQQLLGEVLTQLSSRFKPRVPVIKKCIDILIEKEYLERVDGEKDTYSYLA
* marks the source's active call; other numbers are inactive results.

SMILES	ROC1-CUL1 inh
CCOc1cccc(NC(=O)CSc2ncc(-c3ccccc3)[nH]2)c1	-7
Cc1ccccc1-c1noc(-c2ccc(Cl)cc2)n1	-4
CCc1ccc(C(=O)c2cn(Cc3ccccc3)c3cc(OC)c(OC)cc3c2=O)cc1	-9
CCCC1=NN(C(=O)c2ccc(C)cc2)C(O)(C(F)(F)F)C1 (stereo not given)	-6
CS(=O)(=O)N1CCC(Oc2ccccc2C(=O)NCCOc2cccnc2)CC1	-2
CC1(C)CC(=O)C(Cc2ccccc2)(Cc2ccccc2)C(=O)C1	1
CCCCOc1ccc(N2C(=O)CC(N(Cc3cn(C)nc3C)C(=S)Nc3ccc(N(C)C)cc3)C2=O)cc1 (stereo not given)	-1
Cc1ccc(C)c(NC(=O)Cn2c(=O)n(Cc3nc(C)no3)c(=O)c3cc4c(cc32)OCO4)c1	3
Cc1nn2c(=O)cc(COC(=O)c3ccc(NC(=O)c4ccc(C(C)(C)C)cc4)cc3)nc2s1	6
O=C(O)CCCCCN=C1CCc2ccccc2N1	-8
COc1ccc(NC(=O)Cn2nc(-c3ccncc3)ccc2=O)cc1Cl	-4
CCN(c1ccccc1)S(=O)(=O)c1nnc(NC(=O)COc2ccccc2F)s1	-4
O=C(Nc1ccc(S(=O)(=O)NCCc2ccccc2)cc1)Nc1cccc(Cl)c1	-7
CCCN(CCC)c1ccc(/C=N/NC(=O)c2cccs2)cc1	-1
CC(=O)Oc1ccc2occ(C(=O)c3ccccc3)c2c1	-10
COCCNc1ncnc2c1c(-c1ccccc1)cn2-c1cccc(Cl)c1	-1
Cc1ccc(OCCSc2nc3ccc(NC(=O)COc4ccc(C)cc4)cc3s2)cc1	-4
Cc1nnc(SCC(=O)N2CCCC(C(=O)c3ccc4c(c3)OCO4)C2)s1 (stereo not given)	-1
N=c1c2c3c(sc2ncn1N)CCCCC3	5
O=C1c2ccccc2NC(c2cccc(F)c2)N1c1cccc(Br)c1 (stereo not given)	-2
COC(=O)c1ccccc1NC(=O)C1=CC(c2ccc(C)cc2)=NS(=O)(=O)N1C	-4
CCN(CC)S(=O)(=O)c1ccc(C(=O)NCCSc2c(-c3ccc(C)cc3)[nH]c3ccccc23)cc1	5
CCc1nc(NC(=O)NCc2cnn(Cc3ccccc3)c2)nn1C	3
CCN(C(=O)c1cc2c(=O)oc3ccccc3c2s1)c1ccccc1F	3
O=C(c1sccc1Cl)N1CCOc2ccc(CN3CCN(c4ccccn4)CC3)cc2C1	14
CCOC(=O)c1c(NC(=O)c2nn(C34CC5CC(CC(C5)C3)C4)cc2[N+](=O)[O-])sc2c1CCC2	5
Cc1cc(C)c(NC(=O)CSc2nnc(-c3cnccn3)n2C)c(C)c1	0
CCC1c2cccn2CCN1Cc1cn[nH]c1-c1cc(OC)c(OC)c(OC)c1 (stereo not given)	13
Oc1ccc(Br)cc1/C=C/c1ccc2ccccc2n1	-3
CCN1CCN(C(=O)c2cc(-c3ccc(Cl)s3)nc3ccccc23)CC1	6
COC(=O)c1ccc(N2CCN(C(=O)Cn3nnnc3CN(C)C(C)C)CC2)cc1	-3
O=C(NCCCO)c1nn(-c2ccc(Cl)cc2)nc1CO	0
CCOC(=O)C1(C(=O)OCC)c2ccccc2N2CCCC21 (stereo not given)	-6
CCOc1ccc(NC(=O)N2CCN(S(=O)(=O)c3ccc4c(ccn4C)c3)CC2)cc1	-1
O=[N+]([O-])c1ccccc1/C=N/Nc1nc2c(s1)CCCC2	-4
CCCCS(=O)(=O)N1CCC(C(=O)NC2CCCCC2)CC1	4

Part of the list above, bar-delimited.
SMILES | ROC1-CUL1 inh
COc1ccc(NC(=O)Cn2nc(-c3ccncc3)ccc2=O)cc1Cl | -4
O=C(O)CCCCCN=C1CCc2ccccc2N1 | -8

Other structures.
SMILES	ROC1-CUL1 inh
CN1CCCCC1CCNC(=O)c1ccc(N2CCSCC2)nc1 (stereo not given)	8
C/C(=N\Nc1nc(C)cc(=O)[nH]1)c1ccc(N)cc1	2
COC(=O)c1ccc(NC(=O)C(c2ccccc2)N2Cc3ccccc3C2=O)cc1 (stereo not given)	-4
Cc1cccc(C(=O)OCc2ccccc2)c1	14
Nc1ccnc(Sc2ccccc2)c1	1
O=C(Nc1ccc(-c2cscn2)cc1)C1CCCN(Cc2ccoc2)C1 (stereo not given)	4
CC(=O)NCC(=O)N(Cc1cccnc1)CC1CCN(Cc2ccccc2C)CC1	5
Cc1cccc(NC(=O)CN2CCN(c3cccc(Cl)c3)CC2)c1	-2
CCOC(=O)c1c(NC(=O)c2nc(SC)ncc2Cl)sc(C)c1C	-7
COc1ccc(C2C3=C(CCCC3=O)N(c3ccc(Cl)cc3)C(=N)C2C(=O)c2ccc(C)cc2)cc1 (stereo not given)	-1
CC(C)c1n[nH]c2c1CN(C(=O)CCC1=NNC(=O)CC1)CC2	11
COc1ccc(-c2cc(-c3ccc(C)cc3)nc3sc(C(=O)Nc4ccc(C)cc4)c(N)c23)cc1	4
COc1cccc(-n2cc(CN(C)C(=O)CCC3(Cc4ccc(OC)cc4F)CCC(=O)N3)cn2)c1 (stereo not given)	5
Cc1ccc(CN2CCC3(CCCN(Cc4ccccc4F)C3=O)C2)o1 (stereo not given)	1
O=C(COc1ccc(Cl)cc1)OCc1cc(=O)n2nc(-c3cccs3)sc2n1	-5
O=C(COc1ccc(Cl)cc1Br)Nc1nccs1	0
COc1cccc(NC(=O)c2sc(Cl)nc2C)c1	13
O=C(CCCCC(=O)NC1CCCC1)NC1CCCC1	-10
O=C(Cn1nnnc1CN1CCc2ccccc2C1)N1CCCC1c1ccccn1 (stereo not given)	5
COc1cc2c(cc1C)/C(=N\OC(=O)c1ccc(OC)c(OC)c1)CCC2	2
O=C(c1ccc2nc(C3CCCCC3)oc2c1)N1CCCN(Cc2ccccn2)CC1	6
CCN(CC)c1ccc(NC(=O)CN2CCCCC2)c(C)c1	4
CCc1cccc(Nc2nc3ccccc3n3nnnc23)c1	-1
CCc1ccc(NC(=O)CC2C(=O)N(c3ccc(F)cc3)C(=O)N2Cc2ccc(F)cc2)cc1 (stereo not given)	0
FC(F)(F)c1nnc2sc(C3CCCCC3)nn12	-4
NS(=O)(=O)c1ccc(NC(=S)NCc2ccc(F)cc2)cc1	-1
CC(=O)c1cccc(NC(=O)c2sc(Cl)nc2-c2ccccc2)c1	7
Cc1ccc(S(=O)(=O)N(c2ccccc2)C(C)(C)C)cc1	-3
Cc1c(C2(c3c(C)n(C)c4ccccc34)C(=O)N(Cc3ccccc3Cl)c3ccccc32)c2ccccc2n1C	-5
CC(C)S(=O)(=O)c1ncc(CN2CCCO2)n1Cc1ccccc1F	-3
COc1ccc(OC)c(C2NC(=S)N=C(C)C2C(=O)Nc2cccc(C)c2C)c1 (stereo not given)	1
O=C(CCC1(Cc2ccc(Cl)cc2)CCC(=O)N1)NCCCc1ccccc1 (stereo not given)	1
Cc1ccc(-n2cccc2/C=C2/SC(=O)NC2=O)cc1Cl	6
CCN(CC)CCCNC(=O)c1ccc(C(C)(C)C)cc1	-1
CCc1cccc2c(C#N)cn(CC(=O)NCCCOC)c12	4
COc1ccc(NC(=O)CC(C)n2nc(C)cc2C)cc1Cl (stereo not given)	-3

Retrieved one by one from the list above, 6 records:
SMILES	ROC1-CUL1 inh
COc1cc2c(cc1C)/C(=N\OC(=O)c1ccc(OC)c(OC)c1)CCC2	2
CCOc1ccc(NC(=O)N2CCN(S(=O)(=O)c3ccc4c(ccn4C)c3)CC2)cc1	-1
Cc1ccc(C)c(NC(=O)Cn2c(=O)n(Cc3nc(C)no3)c(=O)c3cc4c(cc32)OCO4)c1	3
CCCCS(=O)(=O)N1CCC(C(=O)NC2CCCCC2)CC1	4
COc1cccc(NC(=O)c2sc(Cl)nc2C)c1	13
COc1cccc(-n2cc(CN(C)C(=O)CCC3(Cc4ccc(OC)cc4F)CCC(=O)N3)cn2)c1 (stereo not given)	5

Going on with the list:
SMILES	ROC1-CUL1 inh
OC(COCc1ccccc1)CN1CCN(c2ccccc2F)CC1 (stereo not given)	-9
O=C(CN1C(=O)COc2ccc(S(=O)(=O)N3CCCCCC3)cc21)N1CCN(c2ccc(F)cc2)CC1	2
CCS(=O)(=O)N1CCC(C(=O)NCC2CCCO2)CC1 (stereo not given)	8
CCCCCC(=O)NC(=S)Nc1ccc(Cl)cc1	-7
C#CCOc1ccc(/C=C2\SC(=Nc3ccc(OCC)cc3)N(CC)C2=O)cc1	-8
CCCCS(=O)(=O)N1CCC(C(=O)Nc2ccccc2Cl)CC1	1
CC(C)Sc1oc(-c2cccs2)nc1S(=O)(=O)c1ccc(Cl)cc1	0
O=c1c2ccccc2[nH]c(=S)n1CCCN1CCOCC1	-4
COc1ccc(-c2csc3nc(SCC(=O)Nc4cccc(C(F)(F)F)c4)n(-c4ccccc4)c(=O)c23)cc1	5
CC(C)c1cc(C(=O)NC2CCN(Cc3ccccc3)CC2)cs1	5
COc1ccc(CC2(CCC(=O)NC(CCn3ccnc3)c3ccccc3)CCC(=O)N2)c(F)c1 (stereo not given)	-5
C=CCN1CC(C(=O)NCc2cccnc2Oc2ccccc2)CC1=O (stereo not given)	-9
Cc1ccc(-n2c(=S)[nH]c3sc4c(c3c2=O)CCCC4)cc1	-1
CC1Cn2cc(C(=O)Nc3ccccc3C(F)(F)F)c(=O)c3c(Cl)ccc(c32)O1 (stereo not given)	-4
Cc1cccc(S(=O)(=O)Nc2cccc(-c3cn4ccsc4n3)c2)c1	1
CC1=C(Br)C(=O)C(Br)=C(C)C1=NS(=O)(=O)c1ccccc1	-6
CC(=O)COC(=O)c1ccc2c(c1)C(=O)N(c1cccc(C)c1)C2=O	5
COC(=O)Nc1ccc(S(=O)(=O)N2CCCC(C(=O)N3CCOCC3)C2)cc1 (stereo not given)	-4
COc1cc(C)c(C)cc1S(=O)(=O)Nc1ccc(Cl)cn1	3
O=C(Nc1cccc(Cl)c1Cl)c1cnn2c(-c3ccccc3)cc(-c3ccccc3)nc12	1
Cc1nn(C(=O)COc2ccccc2Br)c(C)c1Sc1ccccc1	5
OCCC1CN(Cc2cc3ccccc3o2)CCN1Cc1ccsc1 (stereo not given)	8
CC(C)c1nccn1Cc1cc(C(=O)N2CCCN(C3CCCC3)CC2)n[nH]1	8
Cc1ccc(S(=O)(=O)N2CCN(c3ccc([N+](=O)[O-])c(NCCOc4ccc(Cl)cc4)c3)CC2)cc1	3

An excerpt of these results, with bars between the fields.
SMILES | ROC1-CUL1 inh
CC(=O)COC(=O)c1ccc2c(c1)C(=O)N(c1cccc(C)c1)C2=O | 5
Cc1nn(C(=O)COc2ccccc2Br)c(C)c1Sc1ccccc1 | 5
CC1Cn2cc(C(=O)Nc3ccccc3C(F)(F)F)c(=O)c3c(Cl)ccc(c32)O1 (stereo not given) | -4

Remaining list, next part.
SMILES	ROC1-CUL1 inh
Cc1noc(C)c1S(=O)(=O)N1CCC(C(=O)N2CCN(c3cccc(C(F)(F)F)c3)CC2)CC1	-4
CC(=O)c1ccc(N2CCN(C(=O)CC3(c4ccccc4Cl)CC(=O)N(C)C3=O)CC2)cc1 (stereo not given)	2
Cc1cc(C(=O)NCc2cccc(Br)c2)no1	1
CCCn1c2ccccc2c2cnn(CC(=O)NC(CCSC)C(=O)OC)c(=O)c21 (stereo not given)	-6
CCOc1ccccc1NCc1nnc2n1CCCCC2	-5
Cc1nc(CC(=O)N(Cc2ccc(OCc3ccccn3)cc2)[C@H]2CCCCNC2=O)cs1	-7
CCN(Cc1ccccc1)C(=O)c1cc2c(=O)oc3ccc(C)cc3c2s1	-2
Cc1[nH]c2ccccc2c(=O)c1CN1CCN(c2ccccc2)CC1	-2
Cc1cc(C)cc(OCC(=O)NNC(=O)c2ccccc2Br)c1	-7
CN(CC(=O)Nc1cccc(C(F)(F)F)c1)S(=O)(=O)c1ccc2[nH]c3c(c2c1)CCCC3	1
[2H][C@]12C(C)=CC(C)=C[C@@]1(C)Cc1cc(C)cc(C)c1S2(=O)=O	1
CCc1ccc(C(=O)c2cn(CC(=O)Nc3ccc4c(c3)OCCO4)c3ccc(C)cc3c2=O)cc1	2
CCOC(=O)CN1CCN(Cc2ccc(Cl)cc2)CC1	-2
COCCn1c(=O)[nH]c(=O)c2c(-c3ccc(OC)cc3)ccnc21	2
COc1ccc(/C=N/Nc2nnnn2-c2cccc3ccccc23)cc1	-10
Cc1ccc(N=C2CC(=NS(=O)(=O)c3cccs3)c3ccccc3C2=O)c(C)c1	8
O=C(CCSc1nnnn1-c1ccccc1)Nc1cccc2ccccc12	8
COc1ccc(S(=O)(=O)n2nc(C)c(S(=O)(=O)N3CCCCCC3)c2C)cc1OC	-13
CN1C(=O)CC(CC(=O)N2CCC(N3CCSCC3)CC2)(c2ccc(-c3ccccc3)cc2)C1=O (stereo not given)	-14
COCCCNC(=O)c1ccc(Cn2c(=O)c3ccccc3n(CC(N)=O)c2=O)cc1	-1
COc1ccc(OC)c(CCNC(=O)Cn2ccc3cc(S(=O)(=O)N4CCCCC4)ccc32)c1	0
COc1ccc(-c2c(C#N)c(N)nc3c2CCCCCCCCCC3)cc1	2
O=S(=O)(c1ccc(N2CCCC2)cc1)c1ccc(N2CCCC2)cc1	9
Cc1ccc(C)c(-c2cn3c(C(=O)NCc4ccncc4)csc3n2)c1	4

Single entries from the results shown.
Result for N=c1c2c3c(sc2ncn1N)CCCCC3 under ROC1-CUL1 inh: 5
Result for CCCN(CCC)c1ccc(/C=N/NC(=O)c2cccs2)cc1 under ROC1-CUL1 inh: -1
Result for COc1ccc(NC(=O)Cn2nc(-c3ccncc3)ccc2=O)cc1Cl under ROC1-CUL1 inh: -4

(next part)
SMILES	ROC1-CUL1 inh
COc1ccc(NC(=O)Cn2c(=O)n(Cc3ccccc3)c(=O)c3sc4ccccc4c32)cc1	6
CSc1nc2ccc(NC(=O)CSc3nc4ccc([N+](=O)[O-])cc4s3)cc2s1	1
CCN1C(=O)C(Cl)(c2ccccc2)C(=O)c2ccccc21 (stereo not given)	0
CCOC(=O)C(NC(=O)c1ccco1)(Nc1sc2c(c1C#N)CCCC2)C(F)(F)F (stereo not given)	9

Some of the compounds tested; rates above refer to the full screens.
